Hsp90 Hop PPI: qHTS Assay for Disrupters of an Hsp90 Co-Chaperone Interaction; 71,000 tested, 0.44% active; Potency, µM (top dose mostly 57 µM), without a hit: at the highest dose activity change, negative = inhibition; AlphaScreen TPR2A-His6 binding biotin-Hsp90 C-terminal peptide; Hsp90 C-terminal peptide / TPR2A (Hop) interaction, human; active = well fitted curve in either direction with a large enough effect; inconclusive = small, poorly fitted or top-dose-only effect, or another doubt; note: potency is the fitted concentration of half-maximal effect; % is set by controls: 0 for no effect and ±100 for the full control effect; many of its hits are not listed in these tables
4-MU autofl: qHTS Assay for Spectroscopic Profiling in 4-MU Spectral Region; compound autofluorescence, 340/450 nm, 4-MU equivalents; stronger effect = higher value; max dye-equivalent concentration, M; 59,000 tested, 11% active; AID 589, 2007; in the data active = max dye-equivalent concentration above about 10 nM; inconclusive = mostly about 1.1 nM to 9.6 nM
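Compounds in 100 mM Tris, pH 8.0, incubated 15 min at room temperature, then fluorescence read at 340 nm excitation/450 nm emission. Signal converted to 4-MU dye-equivalent concentration using an on-plate six-point 4-MU standard curve.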
HBB splicing: qHTS Assay for Modulators of Hemoglobin Beta Chain Splicing; HBB splicing reporter cell assay, activation; EGFP reporter with mutant IVS2-654 intron; response scale: normalised to 500 nM splice-correcting PNA; Potency, µM (doses to about 46.1 µM), without a hit: top-dose activation, most hits filed as activators; 65,000 tested, 0.06% active; note: potency is the fitted concentration of half-maximal effect; 0% is about no effect
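HeLa cells stably expressing EGFP interrupted by mutant beta-globin intron 2 (IVS2-654), 500/well in 2% FCS. Treated with compound for 2 days at 37C. Splicing correction scored as total well GFP intensity (488 nm excitation, 500-520 nm emission); 500 nM antisense PNA served as control.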
TexasRed autofl: qHTS Assay for Spectroscopic Profiling in Texas Red Spectral Region | Compound fluorescence, Texas Red channel, 547/618 nm; stronger effect = higher value | max dye-equivalent concentration, M | 59,000 tested, 0.06% active | AID 587, 2007; in the data active = max dye-equivalent concentration above about 10 nM; inconclusive = between about 1.1 nM and that limit
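Compound titrations in 100 mM Tris pH 8.0 were incubated 15 min at room temperature and read at 547 nm excitation / 618 nm emission. Texas Red six-point standard curve on each plate converted fluorescence to dye-equivalent concentration.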
Luciferase inh: qHTS Assay for Inhibitors of Firefly Luciferase; Luciferin 4-monooxygenase (Photinus pyralis), P08659; purified firefly luciferase, luminescence, 8 min; Potency, µM (doses to about 57.1 µM), for inactives: at the top dose activity change, negative = inhibition, most hits filed as inhibitors; 72,000 tested, 2.2% active; AID 411, 2009; note: potency is the fitted concentration of half-maximal effect; % is set by controls: 0 for no effect and ±100 for the full control effect; nearly all actives have a fitted effect of over 40% in size
Target sequence (P08659 whole entry, looked up): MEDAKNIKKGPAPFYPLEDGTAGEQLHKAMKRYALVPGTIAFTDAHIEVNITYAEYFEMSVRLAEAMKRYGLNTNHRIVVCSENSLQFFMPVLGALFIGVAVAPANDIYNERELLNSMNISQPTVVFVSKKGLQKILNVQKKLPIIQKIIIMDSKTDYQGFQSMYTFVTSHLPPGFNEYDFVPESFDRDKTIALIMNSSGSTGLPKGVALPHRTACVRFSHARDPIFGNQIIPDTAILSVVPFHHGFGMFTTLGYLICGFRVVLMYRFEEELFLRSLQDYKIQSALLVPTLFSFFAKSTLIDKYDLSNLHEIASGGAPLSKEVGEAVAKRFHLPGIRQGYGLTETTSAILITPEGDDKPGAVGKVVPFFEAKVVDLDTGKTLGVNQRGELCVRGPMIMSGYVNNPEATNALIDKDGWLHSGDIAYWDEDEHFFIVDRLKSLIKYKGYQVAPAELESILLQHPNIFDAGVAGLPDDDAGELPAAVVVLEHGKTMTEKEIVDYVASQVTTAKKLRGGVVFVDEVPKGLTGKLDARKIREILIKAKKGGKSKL
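Luminescence read-out after 8 min at room temperature; enzyme reaction used luciferin plus 10 uM ATP (linear range) in imidazole buffer pH 7.2 with KCl, MgCl2, Tween 20 and BSA. Each sample was run as a titration.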
A350 fluor: qHTS Assay for Spectroscopic Profiling in A350 Spectral Region. max dye-equivalent concentration, M. AID 590, 2007. Compound autofluorescence, 340/450 nm, Alexa 350 dye-equivalents; stronger effect = higher value. 59,000 tested, 11% active; in the data active = max dye-equivalent concentration above about 10 nM; inconclusive = mostly about 1.1 nM to 9.6 nM
UbGFP stabilizer: Ubiquitin-GFP Assay; 67,000 tested, under 10 active; Potency, µM (top dose mostly 45.9 µM), for inactives: at the top dose activation (GFP accumulation), hits mostly activators; Ubiquitin-GFP reporter cells, proteasome inhibition, GFP fluorescence; response scale: untreated = 0%, 10 µM MG-132 = 100%; active = well fitted activation curve with a large enough effect, not every such curve was filed as active; inconclusive = small, poorly fitted or top-dose-only effect, or another doubt; inactive = no such curve, though single readings can be large or run the other way; note: potency is the fitted concentration of half-maximal effect
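Proteasome blockade was scored as a rise in GFP-expressing U2OS cells carrying a ubiquitin(G76V)-GFP construct, imaged after 4 hr compound treatment at 37 °C across a 46 uM–2.9 nM series.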
GFP derepression: qHTS Assay for Epigenetic Modulators; mouse C127i GFP locus derepression, cytometry, 30 h; Potency, µM (doses to about 46.1 µM), for the others: top-dose GFP derepression (activation); 68,000 tested, 0.09% active; AID 597, 2007; note: % of control where 0% means no effect
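Derepression screen: silenced CMV-GFP reporter in murine C127i cells, 30 h compound incubation at 37 C, washed cells imaged by laser-scanning cytometer to enumerate GFP-expressing objects of 20 to 120 um.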
Fluorescein autfl: qHTS Assay for Spectroscopic Profiling in Fluorescein Spectral Region; max fluorescein-equivalent concentration, M; Compound autofluorescence, 480/540 nm, fluorescein-equivalent; stronger effect = higher value; 59,000 tested, 0.91% active; in the data active = max fluorescein-equivalent concentration above about 10 nM; inconclusive = between about 1.1 nM and that limit
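Normalized response (dye-equivalent concentration) derives from comparing each well's 540 nm emission, under 480 nm excitation, with plate-resident fluorescein standards. Compounds were held in 100 mM Tris, pH 8.0, for 15 min at room temperature.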
ERK AVP inh: qHTS Assay for Inhibitors of the ERK Signaling Pathway using a Homogeneous Screening Assay. Potency, µM (series often up to 57.5 µM), inactives show at the highest dose activity, negative = inhibition, actives largely listed as inhibitors. 72,000 tested, 0.99% active. HEK293-V1b, vasopressin-stimulated pERK AlphaScreen. AID 995, 2007; note: potency is the fitted concentration of half-maximal effect; % is set by controls: 0 for no effect and ±100 for the full control effect; nearly all actives have a fitted effect of over 55% in size
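HEK293 cells stably expressing V1b receptor, seeded overnight in 1% FBS, were treated with compounds for 30 min at 37C, then stimulated 5 min with 25 nM vasopressin; phospho-ERK read by AlphaScreen SureFire after lysis.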
CRE-bla Fsk: Cell signaling CRE-BLA (Fsk stim). CHO CRE-bla reporter (cAMP response element driving beta-lactamase), forskolin EC10, beta-lactamase ratio. Potency, µM (highest dose often 38.2 µM), for inactives: at the top dose activity change, negative = inhibition, usual class: activators. 71,000 tested, 2.5% active. AID 662, 2007; active = well fitted activation curve with a large enough effect in the signal ratio, with a control signal flat, not every such curve was filed as active; inconclusive = small, poorly fitted or top-dose-only effect, or effect the other way, or a change in a side signal; the % refers to the signal ratio; note: potency is the fitted concentration of half-maximal effect; % of control where 0% means no effect
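Modulation of forskolin signalling: compounds in titration series added with EC10 NKH 477 to CHO cells carrying a CRE-driven beta-lactamase reporter, 3 h, 37C. CCF4 FRET ratio (460/530 nm, ex 405 nm) gives %activity and AC50.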
Starred values were filed as active, the others as inactive; i = inactive; ? = inconclusive; . = no result given; [ ] = remark or other dose. Unless noted, calls come from the whole dose curve; as a rule, active = well fitted curve in the direction sought with a large enough effect; inconclusive = small, poorly fitted or top-dose-only effect, or another doubt; inactive = no such curve, though single readings can be large; an effect the other way counts as inactive or inconclusive. These rows are one share of the data (hit frequency here may not be typical).

The line under a structure holds: UbGFP stabilizer, ERK AVP inh, Hsp90 Hop PPI, GFP derepression, Fluorescein autfl, CRE-bla Fsk, HBB splicing, 4-MU autofl, TexasRed autofl, A350 fluor, Luciferase inh
1: c1cnn(-c2nc(N3CCOCC3)nc(N3CCOCC3)n2)c1
  -2%, -8%, 1%, 2%, ., 2%, -5.1%, ., ., ., -3%
2: CC(NC(=O)c1ccc(NS(C)(=O)=O)cc1)c1ccccc1 (stereo unspecified)
  1%, 0%, -2%, 5%, i, -1%, 6.1%, i, i, ?, 3%
3: O=C(NCc1ccccn1)c1cnc2sccn2c1=O
  -5%, 28%, 40%, 0%, i, ?, -0.8%, i, i, i, -1%
4: O=C(CSc1nnc(NC(=O)C2CCC2)s1)Nc1ccc(N2CCOCC2)cc1
  6%, -20%, -4%, -3%, i, ?, ., i, ?, i, -1%
5: Cc1ccc2[nH]c(=O)c(CN(CC3CCCO3)C(=O)c3ccco3)cc2c1 (stereo unspecified)
  0%, -3%, -1%, 8%, i, -3%, 0.0%[57.5 µM], ?, ?, ?, 0%
6: CN(C)CCOC(=O)Cc1ccc(Cl)cc1
  ., ., ., -4%[20.6 µM], ?, ., ., i, i, i, -2%[25.5 µM]
7: Nc1nnc(SCc2cc3c(cc2Cl)OCO3)s1
  4%, -16%, -1%, 4%, ?, -5%, 0.6%, i, ?, i, 0%
8: Cc1cccc(N2C(N)=C(C#N)C(C#N)(C#N)C2c2ccccc2)c1 (stereo unspecified)
  -1%, -17%, -11%, -2%, ?, ?, -5.4%[57.5 µM], i, i, i, 1%
9: Cn1cnnc1SCC(=O)NC(=O)NC1CCCC1
  4%, 0%, -3%, -4%, i, -4%, 0.0%[57.5 µM], i, ?, i, 2%
10: O=C(NCCCN1CCCC1=O)c1ccc2c(c1)ncn2C1CCCCC1
  3%, ?, -5%, 9%, ., ?, -0.1%, ., ., ., -9%
11: Cc1cc(C)c(C)c(OCC(=O)NCc2nc(-c3ccccc3)no2)c1
  -1%, -2%, 1%, 6%, i, 11%, -1.5%, i, ?, i, 0%
12: O=C(CCSCCC(=O)NCc1ccco1)NCc1ccco1
  -9%, 2%, -6%, 0%, ., -3%, 4.1%, ., ., ., -3%
13: COc1ccccc1NC(=O)N1CCN(c2ccccc2F)CC1
  -1%, -17%, 0%, -5%, i, -15%, 3.9%, i, i, i, 6%
14: COc1ccc(N2CC(O)=C(c3nc4ccccc4s3)C2=N)cc1
  -1%, -4%, -2%, 0%, ?, -9%, 0.3%, ?, ?, ?, -37%
15: O=C(NC1CC1)c1c[nH]c2ccc(S(=O)(=O)Nc3cccc(C(F)(F)F)c3)cc2c1=O
  -2%, 18%, 0%, 8%, i, -9%, -0.8%, i, i, i, 1%
16: CCc1nnc(NC(=O)C2CCN(c3nc(C)cc(C)n3)CC2)s1
  1%, -8%, -4%, 4%, ?, -5%, -0.6%, i, ?, i, 1%
17: Cc1ccccc1SCC(=O)NC1CCOC1=O (stereo unspecified)
  3%, 0%, -3%, -2%, i, -10%, -2.3%[57.5 µM], i, i, i, 2%
18: CCCC(C)C(=O)Nc1ccc(C(N)=O)cc1 (stereo unspecified)
  12%[9.17 µM], 7%, -3%[11 µM], -2%, ., ?, -1.7%[0.0738 µM], ., ., ., 1%
19: COc1ccc(NC(=O)N2CCC3(CC2)CCN(S(C)(=O)=O)CC3)cc1
  -6%, -1%, -2%, 0%[9.22 µM], i, 0%, -0.3%, i, i, i, -1%[11.4 µM]
20: C[C@H](NC(=O)OC(C)(C)C)c1nnc(SCC(=O)Nc2ccc(Br)cc2)o1
  -4%, -7%, -1%, 2%, i, -8%, -1.3%[57.5 µM], i, i, i, -11%
21: COc1ccc2c(c1)NC1(O)c3ccccc3C(=O)C21O (stereo unspecified)
  0%, -6%, -2%, 3%, i, -7%, -0.3%[57.5 µM], i, i, i, 1%
22: COc1ccc(Br)cc1-c1noc(-c2ccncc2)n1
  -3%, -20%, 0%, 0%, ?, 2%, 0.9%, i, i, i, 0%
23: O=c1cc(-c2ccc(O)c(O)c2)oc2cccc(O)c12
  -4%, ?, -20%, -5%[9.22 µM], i, ?, ., i, i, i, -1%[11.4 µM]
24: CCOC(=O)c1c(NC(=O)CSc2nc3c(c(=O)n(C)c(=O)n3C)n2C(C)C)sc(C)c1C
  -4%, -12%, 2%, 0%, i, 8%, 2.4%, i, i, i, -13%
25: Cc1ccccc1-n1c(Cn2c(=O)sc3ccccc32)nnc1SCC(=O)NCC1CCCO1 (stereo unspecified)
  0%, 6%, 0%, 10%, ., -5%, 0.0%, ., ., ., 2%
26: CC(C)N(Cc1nc(-c2ccccc2)no1)C(=O)Cc1ccccc1
  -7%, 7%, -4%[2.3 µM], ., ., -5%, -1.2%, ., ., ., -5%
27: CCCCSCCCNC(=O)CS(=O)Cc1nc(-c2cccc(C)c2)oc1C (stereo unspecified)
  -6%, 18%, -9%, 0%, ?, 2%, -3.1%, i, i, i, 0%
28: Nc1nonc1-n1nnc(C(=O)c2ccccc2)c1-c1ccccc1
  18%, 19%, -3%, 1%, ?, -6%, 0.1%, i, i, i, -1%
29: CC1(C)NC(C)(C)c2nonc2/C1=N\O
  ?, -3%, -3%, 2%, ., -3%, -1.0%[9.22 µM], ., ., ., 2%
30: O=C(CC1Oc2ccccc2NC1=O)NC1CC1 (stereo unspecified)
  0%, -1%, -1%, -2%, ., -8%, 1.3%, ., ., ., 0%
31: Cc1sc2nc(SCC(=O)NCCO)n(C)c(=O)c2c1C
  17%, -21%, -3%, -2%, ., ?, 0.4%[9.22 µM], ., ., ., 1%
32: Cc1cc(C)nc(Nc2ccc(N3CCOCC3)cc2)n1
  -9%, ?, ?, 0%, ?, 8%, 4.8%, i, i, i, -29%
33: CC1CCC(C(=O)O)([C@H](Br)C(=O)O)CC1 (stereo partly specified)
  -3%[9.17 µM], 8%[11.5 µM], -2%[11 µM], 0%[9.22 µM], i, ?, 4.9%[9.22 µM], i, i, i, 0%[11.4 µM]
34: COC(=O)C1(C)NC(c2ccco2)C2C(=O)N(c3ccc(C)cc3)C(=O)C21 (stereo unspecified)
  3%, -8%, -1%, -3%, i, -4%, ., i, i, i, -4%
35: COC(=O)c1ccc(OC(=O)C2CC(=O)N(c3cccc(C)c3)C2)cc1 (stereo unspecified)
  0%, 9%, -4%, -3%, ?, -9%, -2.4%, i, i, i, -1%
36: COC(=O)C(NC=O)C(O)(Cc1ccccc1)C(F)(F)F (stereo unspecified)
  5%, 11%, -1%, 0%, ?, ?, -1.7%, i, i, i, 1%
37: O=C(COc1ccccc1Cl)N(Cc1ccco1)C1CCS(=O)(=O)C1 (stereo unspecified)
  ., -8%, -4%, 2%, i, -10%, -0.2%[0.369 µM], i, i, i, -1%
38: Cc1ccc(S(=O)(=O)N2CCN(C(=O)N(C)C)CC2)cc1C
  -2%, 0%, -2%, 0%, ?, 4%, -0.2%, i, ?, i, -1%
39: C[C@]12C=CC(=O)C=C1CC[C@H]1[C@@H]3C[C@@H](O)[C@](O)(C(=O)CO)[C@@]3(C)C[C@H](O)[C@@]12F
  ., -12%, ., 4%[20.6 µM], ?, ., ., i, i, i, 0%[25.5 µM]
40: Cc1nnc(SCCn2c(N(C)Cc3ccccc3)nc3c2c(=O)n(C)c(=O)n3C)s1
  0%, -3%, -3%, -1%, i, 5%, 3.0%[57.5 µM], i, ?, i, 4%
41: COc1ccc(OC)c(N/C=C2/CCCCC2=O)c1
  4%, -13%, -13%, -3%, ?, ?, -0.7%, ?, ?, ?, -3%
42: COc1ccc(Cn2nnnc2CN2CCOCC2)cc1
  4%, -13%, 0%, -2%, i, 0%, ., i, i, i, 3%
43: N#C/C(=C(/O)COC(=O)CCCNC(=O)c1ccc(Cl)cc1)c1nc2ccccc2[nH]1
  6%, -8%, -6%, -6%, ?, -8%, 0.8%, i, ?, i, -4%

Given field by field: part of the list above
37. O=C(COc1ccccc1Cl)N(Cc1ccco1)C1CCS(=O)(=O)C1 (stereo unspecified)
  UbGFP stabilizer = .
  ERK AVP inh = -8%
  Hsp90 Hop PPI = -4%
  GFP derepression = 2%
  Fluorescein autfl = i
  CRE-bla Fsk = -10%
  HBB splicing = -0.2%[0.369 µM]
  4-MU autofl = i
  TexasRed autofl = i
  A350 fluor = i
  Luciferase inh = -1%
38. Cc1ccc(S(=O)(=O)N2CCN(C(=O)N(C)C)CC2)cc1C
  UbGFP stabilizer = -2%
  ERK AVP inh = 0%
  Hsp90 Hop PPI = -2%
  GFP derepression = 0%
  Fluorescein autfl = ?
  CRE-bla Fsk = 4%
  HBB splicing = -0.2%
  4-MU autofl = i
  TexasRed autofl = ?
  A350 fluor = i
  Luciferase inh = -1%
